Screening data deposited in PubChem by National Center for Advancing Translational Sciences (NCATS).
LDHA inh – qHTS assay for inhibitors of human lactate dehydrogenase | L-lactate dehydrogenase A chain (Homo sapiens), P00338 | purified LDHA, NADH/diaphorase-resazurin fluorescence; stronger effect = lower value | activity change, % (values are at about 110 or 230 µM) | 0.15% of 480,000 active; in the data active means activity change below about -30%; inconclusive means mostly about -25% to -30%;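 further: plate controls were DMSO wells for no effect and wells without enzyme for full effect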
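Remaining NADH was detected by diaphorase (0.133 mg/mL) converting 37 µM resazurin to fluorescent resorufin, read at 0 and 20 minutes. The preceding 5-minute room-temperature reaction used 2 nM LDHA, 0.2 mM sodium pyruvate and 0.06 mM NADH at pH 7.4.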
TrxR1 substrate – qHTS Assay for Substrates of Mammalian Selenoprotein Thioredoxin Reductase 1 (TrxR1): qHTS. purified TrxR1 substrate turnover, NADPH consumption readout. Potency, µM (titrated, usually from 114 µM), for the others: at the highest dose activity change, negative = substrate turnover. 0.01% of 390,000 active; further: potency means the concentration at half of the fitted maximal effect; on the % scale 0 is the no-effect control and ±100 the full control effect; nearly all actives have a fitted effect of over 50% in size
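Rat TrxR1, dispensed at 90 nM, was prereduced with 400 uM NADPH (final) for 5 min at ~22 deg C, then incubated with compound 15 min before 400 uM selenite. A first-read NADPH fluorescence drop versus no-compound background flagged substrates.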
RGS4 inh – Inhibitors of Regulator of G Protein Signaling (RGS) 4: qHTS. 0.039% of 390,000 active. Potency, µM (top dose mostly 114 µM), inactives show top-dose activity change, negative = inhibition, hits mostly inhibitors. AID 504845, 2011. Transcreener GDP fluorescence polarization, RGS4-accelerated GTP hydrolysis; further: potency means the concentration at half of the fitted maximal effect; on the % scale 0 is the no-effect control and ±100 the full control effect; nearly all actives have a fitted effect of over 75% in size; some results filed as inactive show a strong effect at the top dose
Target sequence (P49798 whole entry, looked up): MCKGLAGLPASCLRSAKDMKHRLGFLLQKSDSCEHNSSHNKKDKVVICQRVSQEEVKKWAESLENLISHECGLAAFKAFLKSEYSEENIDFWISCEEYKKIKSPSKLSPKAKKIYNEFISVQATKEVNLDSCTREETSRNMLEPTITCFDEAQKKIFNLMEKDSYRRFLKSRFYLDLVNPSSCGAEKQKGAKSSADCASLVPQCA
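MLSMR compounds (23 nl, pin-transferred) preincubated 10 min at room temperature with a 500nM (2x) first reagent, then RGS4 at 900nM (2x) plus Transcreener GDP mix added; fluorescence polarization (620/688 nm) read before and after 90 min at 30 °C.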
Vif-A3F inh – qHTS for Inhibitors of Vif-A3F Interactions: qHTS; Potency, µM (highest dose often 46.1 µM), without a hit: at the highest dose activity, negative = active; 0.2% of 390,000 active; HeLa A3F-eYFP + Vif (tagged APOBEC3F with the HIV-1 protein that degrades it), YFP fluorescence increase; further: potency means the concentration at half of the fitted maximal effect; % of control where 0% means no effect; nearly all actives have a fitted effect of over 65% in size
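HeLa cells stably expressing Vif plus C-terminally eYFP-tagged A3F were seeded, incubated overnight at 37 deg C, dosed with compound, incubated overnight again at 37 deg C. Yellow fluorescence (Ex 488/Em 500-530) reported blocked Vif-mediated A3F-eYFP degradation.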
mIDH1 inhibitor – qHTS for Inhibitors of mutant isocitrate dehydrogenase 1 (IDH1): qHTS. Isocitrate dehydrogenase [NADP] cytoplasmic (Homo sapiens), O75874. IDH1-R132H enzyme, NADPH consumption, diaphorase/resazurin fluorescence. Potency, µM (titrated, usually from 76.6 µM), for inactives: top-dose activity change, negative = inhibition, hits mostly inhibitors. 0.093% of 390,000 active. AID 602179, 2012; further: potency means the concentration at half of the fitted maximal effect; on the % scale 0 is the no-effect control and ±100 the full control effect; nearly all actives have a fitted effect of over 65% in size
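IDH1-R132H (0.5 ug/mL dispensed) in pH 7.5 Tris buffer was preincubated 30 min with compound, then given a substrate mix of 0.016 mM NADPH and 2 mM alpha-KG for 80 min at room temperature; remaining NADPH was read by diaphorase/resazurin fluorescence.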
Vif-APOBEC3G blk – qHTS for Inhibitors of Vif-A3G Interactions: qHTS; DNA dC->dU-editing enzyme APOBEC-3G (Homo sapiens), Q9HC16; HeLa A3G-eYFP + Vif (tagged APOBEC3G with the HIV-1 protein that degrades it), YFP fluorescence, overnight; Potency, µM (series often up to 46.1 µM), for the others: at the top dose activity, negative = active, actives largely listed as inhibitors; 0.076% of 410,000 active; AID 602310, 2012;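 further: potency means the concentration at half of the fitted maximal effect; on the % scale 0 is the no-effect control and ±100 the full control effect; nearly all actives have a fitted effect of over 60% in size; hits raise eYFP signal because A3G escapes Vif-driven loss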
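HeLa cells stably expressing Vif and C-terminally eYFP-tagged A3G, seeded overnight at 37 deg C, then exposed to compound by pintool overnight at 37 deg C. Rise in yellow fluorescence (Ex 488/Em 500-530, Acumen) marks blocked Vif-driven A3G degradation.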
TrxR1 inh – qHTS Assay for Inhibitors of Mammalian Selenoprotein Thioredoxin Reductase 1 (TrxR1): qHTS; Thioredoxin reductase 1, cytoplasmic (Rattus norvegicus), O89049; recombinant rTrxR1, NADPH fluorescence consumption, selenite substrate; Potency, µM (highest dose often 114 µM), for inactives: at the top dose activity change, negative = inhibition, most hits filed as inhibitors; 1% of 390,000 active; further: potency means the concentration at half of the fitted maximal effect; on the % scale 0 is the no-effect control and ±100 the full control effect; nearly all actives have a fitted effect of over 65% in size
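Rat TrxR1 (90 nM in the dispensed reagent) was pre-reduced with 400 uM NADPH for 5 min at room temperature, then incubated with compound for 15 min. After 400 uM selenite was added, NADPH fluorescence (Ex 340/Em 450 nm) was followed for 8 min.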
USP1-UAF1 inh – Inhibitors of USP1/UAF1: Primary Screen; Ubiquitin carboxyl-terminal hydrolase 1 (Homo sapiens), O94782; 0.23% of 390,000 active; AID 743255, 2014; Potency, µM (titrated, usually from 57.1 µM), for inactives: at the top dose activity change, negative = inhibition, hits mostly inhibitors; recombinant USP1/UAF1, Ub-Rhodamine cleavage fluorescence; further: potency means the concentration at half of the fitted maximal effect; on the % scale 0 is the no-effect control and ±100 the full control effect; nearly all actives have a fitted effect of over 60% in size; inactives centre near -12
Target sequence (O94782 whole entry, looked up): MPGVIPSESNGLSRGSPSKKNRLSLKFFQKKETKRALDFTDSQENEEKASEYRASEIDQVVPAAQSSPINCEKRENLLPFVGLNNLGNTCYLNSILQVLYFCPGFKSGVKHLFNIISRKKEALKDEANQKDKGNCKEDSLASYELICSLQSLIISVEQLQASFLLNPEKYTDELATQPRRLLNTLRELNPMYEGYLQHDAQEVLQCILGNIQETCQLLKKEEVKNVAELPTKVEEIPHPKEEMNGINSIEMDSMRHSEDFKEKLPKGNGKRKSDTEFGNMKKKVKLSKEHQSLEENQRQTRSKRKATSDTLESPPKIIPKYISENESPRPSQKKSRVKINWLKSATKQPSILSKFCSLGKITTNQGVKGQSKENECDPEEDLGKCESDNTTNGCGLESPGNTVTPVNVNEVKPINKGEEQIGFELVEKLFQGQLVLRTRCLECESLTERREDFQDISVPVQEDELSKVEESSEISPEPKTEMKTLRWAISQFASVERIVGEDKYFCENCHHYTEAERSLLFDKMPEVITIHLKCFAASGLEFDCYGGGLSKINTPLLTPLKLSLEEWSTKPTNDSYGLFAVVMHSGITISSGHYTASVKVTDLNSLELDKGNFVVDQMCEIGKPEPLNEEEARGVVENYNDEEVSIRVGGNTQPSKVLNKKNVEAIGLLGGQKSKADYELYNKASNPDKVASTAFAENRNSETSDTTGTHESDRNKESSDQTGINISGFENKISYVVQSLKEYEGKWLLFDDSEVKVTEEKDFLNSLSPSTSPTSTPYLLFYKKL
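USP1/UAF1 complex at 1 nM was preincubated with compound for 15 min at room temperature, then Ub-Rho substrate (150nM final) was added. Fluorescence (480/540 nm) was read kinetically, 6 reads every 60 seconds.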
Glioma ERSR ind – qHTS for Inducers of the Endoplasmic Reticulum Stress Response (ERSR) in Human Glioma: qHTS. U87-MG GRP78 promoter luciferase reporter, 16 h. Potency, µM, without a hit: at the top dose activation, most hits filed as activators. 0.02% of 420,000 active. AID 602332, 2012; further: potency means the concentration at half of the fitted maximal effect; series mostly up to about 76 µM; % of control where 0% means no effect; nearly all actives have a fitted effect of over 35% in size
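Stably transfected U87-MG glioma cells carrying a GRP78-based luciferase sensor; 16 h compound incubation. Luminescence end-point read 10 min after Bright-Glo addition at room temperature.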
The depositor's hits bear a star; ? = inconclusive; . = not tested or not shown; [ ] = dose if it differs, or a comment. Unless noted, the call rests on the fitted dose curve; in most records, active means well fitted curve in the direction sought with a large enough effect; inconclusive means small, poorly fitted or top-dose-only effect, or another doubt; inactive means no such curve, though single readings can be large; an effect the other way counts as inactive or inconclusive.

Structure	LDHA inh	TrxR1 substrate	RGS4 inh	Vif-A3F inh	mIDH1 inhibitor	Vif-APOBEC3G blk	TrxR1 inh	USP1-UAF1 inh	Glioma ERSR ind
CCN(CC)CCCNC(=O)c1ccc2c(=O)n(Cc3ccc4c(c3)OCO4)c(=S)[nH]c2c1	-5	-4%[57.1 µM]	-17%	?	3%	3%	-10%[57.1 µM]	-8%	-2%
CCOc1ccc(N2C(=O)C3CCCN3C2=S)cc1 (stereo not drawn)	-4	-4%	-15%	-21%	20%	3%	23%	-3%	1%
CC(=O)Nc1ccc2c(c1)NC(=O)CC2	9	17%	-11%	0%	2%	2%	51%[activator]	-16%	-3%
Cc1ccc2oc3c(c(=O)c2c1)C(c1ccc(F)cc1)N(Cc1ccc2c(c1)OCO2)C3=O (stereo not drawn)	1	-2%	7%	3%	-4%	2%	23%	2%	-5%
CCOc1ccc(NC(=S)Nc2ccc3nsnc3c2)cc1	16	-28%	?	4%	10%	-5%	?	28µM*	4%
Cc1nc(NC(=O)COC(=O)c2cccs2)c(Cl)cc1Cl	-7	2%	-3%	2%	7%	0%	9%	-8%	-4%
COc1cc2[nH]c3c(c2cc1OC)CCN1CCCC[C@@H]31	2	17%	1%	-3%	2%	-2%	-2%	-15%	-1%
CC(NC(=O)C(NS(=O)(=O)c1cccc2nsnc12)C(C)C)c1ccccc1 (stereo not drawn)	-1	6%	10%	-6%	-6%	0%	14%	-26%	-6%
CC1CCCCN1S(=O)(=O)c1csc(C(N)=O)c1 (stereo not drawn)	-14	0%	6%	-1%	4%	1%	17%	-6%	-3%
Cc1ccc(S(=O)(=O)N2CCN(CC(=O)Nc3ccccc3Cl)CC2)cc1	0	1%	-12%	4%	13%	-7%	4%	-19%	-6%
COc1ccc(C)cc1-n1nnnc1SCC(=O)NNC(=O)c1ccc([N+](=O)[O-])cc1	-8	12%	3%	-6%	-3%	-5%	9%[57.1 µM]	-19%	-6%
COc1ccc(C)cc1NC(=O)CSc1nnc(COc2ccc(Cl)cc2)n1Cc1ccco1	-1	-1%	-20%	.	-2%	2%	-5%	-19%	-7%
CC(C)Oc1ccc(S(=O)(=O)N2CCOCC2)cc1NC(=O)c1cccc(S(=O)(=O)N2CCCC2)c1	-6	3%	-41%	1%	2%	-2%	9%	-16%	-3%
COc1ccc(CC(=O)N2N=C(C)CC2(O)C(F)(F)F)cc1 (stereo not drawn)	1	-8%[57.1 µM]	-17%	-10%	2%	0%	14%[57.1 µM]	-6%	0%
COc1cc2c(C(=O)NCc3ccc(C)o3)cn(CC(C)C)c(=O)c2cc1OC	4	-9%	2%	-8%	2%	1%	20µM*	-2%	-2%
CC(C)c1nc(CNC(=O)CC2C(=O)NCCN2Cc2ccoc2)cs1 (stereo not drawn)	-5	12%[57.1 µM]	-41%	-1%	-3%	-3%	-38%	-26%	-1%
CC(OC(=O)CCC(=O)c1cccs1)C(=O)Nc1ccc(Cl)cn1 (stereo not drawn)	-10	-12%	-33%	1%	2%	-3%	-17%	-10%	-6%
CC(C)(C)n1ncc2c(=O)n(Cc3ccccc3-c3ccccc3)cnc21	.	-2%	.	.	.	-4%	11%	.	0%
Cc1ccc(C(=O)Nc2ccc(CN3CCCCC3)cc2)c(C)c1	0	-13%[57.1 µM]	-11%	-3%	7%	1%	22%[57.1 µM]	?	1%
CCOc1ccc2cc(S(=O)(=O)N3CCOCC3)ccc2c1	-1	-1%	?	2%	1%	1%	6%	-6%	-5%
Cc1cccc(CNC(=O)C2CCN(c3nc4ccc(Cl)cc4[nH]3)CC2)c1	-11	2%[57.1 µM]	23%	-6%	-14%	-3%	26%[57.1 µM]	?	0%
FC(F)Oc1ccc(NC(=S)NNc2ccnc3cc(Cl)ccc23)cc1	1	-4%	?	?	3%	6%	8%	-7%	-4%
O=C1CC(C(=O)N2CCOCC2)C2(CCCC2)O1 (stereo not drawn)	-4	7%[57.1 µM]	-6%	8%	-7%	1%	0%[57.1 µM]	-14%	-1%
COc1cccc(-c2ccnc3c(-c4ccc(F)cc4)c(C)nn23)c1	0	-5%[11.4 µM]	-12%	-7%	20%	1%	22%	-24%	-2%
CCOC(=O)C1=C(c2ccccc2)NC(=O)N(C(C)=O)C1c1cccc([N+](=O)[O-])c1 (stereo not drawn)	4	5%	0%	-4%	7%	-10%	9%	-22%	-1%
Cc1ccc(N(CC(=O)NCC2CCCO2)C(=O)CNS(=O)(=O)c2ccc(Cl)cc2)cc1 (stereo not drawn)	-3	1%[0.457 µM]	8%	5%	-8%	2%	4%	-14%	0%
O=S(=O)(NCCc1csc(-c2ccc(F)cc2)n1)c1ccc(F)cc1F	1	-8%[57.1 µM]	-15%	0%	-16%	2%	-15%[57.1 µM]	-12%	-3%
CC(C)(C)CC(C)(C)N=C1Nc2cc(Cl)c(Cl)cc2N[C@]12C[C@H]1CCCC(=O)N3CC[C@@H](C2)[C@@H]13	.	4%	.	.	.	-5%	20%	.	4%
O=C(Nc1cccc(S(=O)(=O)NC2=NCCC2)c1)c1cn(-c2ccccc2)nc1-c1ccc(F)cc1	3	-3%	-13%	-1%	0%	2%	3%	-22%	-2%
COc1ccc(NC(=O)C2CCN(S(=O)(=O)c3ccc(Cl)c(C(F)(F)F)c3)CC2)cn1	4	.	.	-7%	-2%	0%	.	-10%	-4%
CCc1cccc(NS(=O)(=O)c2ccc3c(c2)CC(C)N3C(=O)C2CC2)c1 (stereo not drawn)	8	-3%	1%	-1%	-14%	-8%	25%	?	-2%
CC1CCN(C(=O)C(=O)c2cn(CC(=O)N3CCCC3)c3ccccc23)CC1	1	-8%	0%	2%	-13%	0%	8%	-8%	2%
Cc1nnc(-c2cnn(C)c2N)n1Cc1ccc(Cl)cc1	-1	1%	-14%	.	6%	1%	11%	-4%	2%
CCn1c(SCC(=O)N2CCN(c3ccccc3F)CC2)nnc1-c1ccoc1C	-3	-9%	?	1%	1%	5%	?	-20%	0%
Cc1ccc2[nH]c(=O)c3cc(C(=O)NCC4CCCO4)sc3c2c1 (stereo not drawn)	0	59%[activator][57.1 µM]	-16%	-9%	-1%	-3%	11%[57.1 µM]	-21%	1%
CNc1nc(-c2c(C)[nH]c3ccc(OC)cc23)cs1	17	2%	6%[56.9 µM]	-4%	-1%	-3%	20%	-15%	-2%
CC1CC(C)CN(S(=O)(=O)c2ccc(NC(=O)CN3C(=O)NC(C)(c4ccccc4)C3=O)cc2)C1 (stereo not drawn)	0	-9%	9%	5%	-3%	1%	?	-14%	-3%
O=C(Oc1cccc(-n2cnnn2)c1)c1sc2ccccc2c1Cl	-15	-1%	7%	1%	-3%	1%	7%	-15%	2%
O=[N+]([O-])c1ccc(/C=N/Nc2nc(N3CCCCC3)nc(N3CCCCC3)n2)cc1	1	-7%	8%	-2%	-8%	-2%	10%	-8%	-2%
CCCCn1c(=O)c2oc3ccccc3c2n(Cc2ccc(C)cc2)c1=O	9	2%	-5%	-10%	25%	7%	5%	-13%	-3%
COc1cccc(C(=O)N2CCN(C3CCCCC3)CC2)c1	-23	-1%	-7%[56.9 µM]	-1%	0%	-5%	16%	-16%	-4%
O=C(Nc1cccc2ccccc12)C1CCN(C(=O)Cc2ccccc2)CC1	-1	-4%	-15%	0%	3%	0%	-5%	-15%	-1%
CCN(CC)S(=O)(=O)c1cccc(-c2nnc(-c3ccc(C)cc3)o2)c1	-1	-2%	28%	-5%	4%	0%	-2%	5%	0%
C#CCCc1cscc1/C=[N+](\[O-])c1ccc(C(=O)OCC)cc1	8	-14%	?	4%	-4%	3%	-14%	-21%	-2%
CN(C)CCCN(C(=O)c1ccc(S(=O)(=O)N2CCOCC2)cc1)c1nc2ccc(F)cc2s1	-7	7%[57.1 µM]	-4%	-4%	2%	-2%	11%[57.1 µM]	-15%	-1%
CCCNC(=O)N(CCOC)CC1CCCN(C2Cc3ccccc3C2)C1 (stereo not drawn)	0	2%	-4%	0%	12%	0%	25%	-10%	-1%

Only part of the results is shown. The share of hits here may be higher or lower than overall.
